APE1 inh – inhibitors of human APE1 endonuclease; Potency, µM (highest dose often 65.8 µM), for inactives: at the top dose activity change, negative = inhibition, usual class: inhibitors; recombinant APE1, TAMRA/BHQ-2 abasic DNA cleavage fluorescence; AID 2517; 0.35% of 350,000 active; P27695;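 note: potency is the fitted concentration of half-maximal effect; plate controls were vehicle for no effect and reference inhibitor for full effect; nearly all actives have a fitted effect of over 55% in size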
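Incision of a quenched TAMRA/BHQ-2 THF abasic-site duplex (50 nM) by 0.75 nM APE1, after 15 min compound preincubation, measured as fluorescence increase over three 60 s reads. Values normalized to buffer, DMSO and NSC13755 control wells.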
Anesthetic bind – binds horse apoferritin like a general anesthetic. P02791. apoferritin/1-aminoanthracene competitive binding, fluorescence. AID 485281. Potency, µM (top dose mostly 77.5 µM), for inactives: at the top dose activity change, negative = displacement, most hits filed as inhibitors. 0.074% of 350,000 active; note: potency is the fitted concentration of half-maximal effect; % is set by controls: 0 for no effect and ±100 for the full control effect; nearly all actives have a fitted effect of over 20% in size
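Apoferritin-based anesthetic binding model; compound displacement of fluorescent 1-AMA measured as endpoint fluorescence after 10 minutes at room temperature, scaled to free-ligand and complex controls.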
Pol beta inh – blocks human DNA polymerase beta activity. P06746. Pol beta primer extension/strand displacement, fluorescence kinetic. Potency, µM (titrated, usually from 114 µM), inactives show at the top dose activity change, negative = inhibition, usual class: inhibitors. 1.3% of 340,000 active; note: potency is the fitted concentration of half-maximal effect; % is set by controls: 0 for no effect and ±100 for the full control effect
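Enzyme-only controls used 10 nM Pol beta; buffer lacking enzyme served as negative control. Compound preincubated 15 min, then 50 nM substrate added; 0 and 10 min reads at room temperature.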
ERG-DNA inh – inhibitors of human ERG Ets domain-DNA interaction; P11308; fluorescence polarization, His-ERG Ets domain / labelled DNA; Potency, µM (titrated, usually from 76.9 µM), for the others: at the top dose FP activity, negative = inhibition, usual class: inhibitors; 0.028% of 370,000 active; active = well fitted inhibition curve with a large enough effect in the polarisation, with a control signal flat; inconclusive = small, poorly fitted or top-dose-only effect, or effect the other way, or a change in a side signal; inactive = no such curve, though single readings can be large or run the other way; the % refers to the polarisation;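 note: polarization taken with two DNA probes labelled with fluorescein and Texas red; potency is the fitted concentration of half-maximal effect; % of control where 0% means no effect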
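His-tagged ERG Ets domain (1 uM in the protein solution; 300mM KCl, 50mM Tris-HCl, 1mM EDTA, 1mM DTT, pH 7.5) received compound, then a probe mix of 5 nM fluorescein-DNA and 100nM Texas-615-DNA. Fluorescence polarization was read for both dyes.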
Pol iota inh – inhibitors of human DNA polymerase iota; Pol iota fluorescent replication assay, 10 min; Potency, µM (series often up to 115 µM), for the others: at the highest dose activity, negative = inhibition, hits mostly inhibitors; 1% of 390,000 active; note: potency is the fitted concentration of half-maximal effect
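Fluorescent replication assay read twice, at 0 min and 10 min after adding 50 nM (final) substrate. Enzyme (10 nM) and compounds were first incubated 15 min at room temperature; enzyme-free buffer wells were negative controls.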
12-LOX inh – ALOX12 (human) lipoxygenase inhibition | AID 1671190 | Potency, µM (titrated, usually from 108 µM), inactives show at the top dose activity change, negative = inhibition, usual class: inhibitors | purified 12hLO, xylenol orange hydroperoxide absorbance | 1.1% of 580,000 active; note: potency is the fitted concentration of half-maximal effect; % is set by controls: 0 for no effect and ±100 for the full control effect
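Purified human 12hLO at 150 nM in 25 mM Hepes, 0.01% Triton X-100, pH 7.0, preincubated 15 min at room temperature with compound. Reaction started with 40 uM arachidonic acid, 30 min at room temperature. Hydroperoxide measured by Fe-xylenol orange, 573/405 nm absorbance ratio.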
TRHR ag – agonists of human TRH receptor | AID 493084 | TRHR cells, calcium flux fluo-8, FDSS agonist mode | P34981 | 0.18% of 360,000 active | activation, % at 2 µM; in the data active = activation above about 30%; note: 0% is about no effect
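TRHR-expressing cells loaded with fluo-8 calcium dye; 23 nL library compound pin-transferred, kinetic FDSS fluorescence (Ex 480/Em 530) recorded about 180 s for agonist-induced calcium release, before a 10 nM TRH EC20 addition for potentiator mode.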
POLK inh – inhibitors of human DNA polymerase kappa. 0.53% of 400,000 active. Potency, µM (top dose mostly 107 µM), without a hit: at the highest dose activity, negative = inhibition, usual class: inhibitors. purified Pol kappa, fluorescent DNA synthesis assay, 10 min. Q9UBT6. AID 588579; note: potency is the fitted concentration of half-maximal effect; % is set by controls: 0 for no effect and ±100 for the full control effect
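First, compounds were pin-transferred onto 10 nM Pol kappa. After 15 min at room temperature, substrate was added to 50 nM final. Fluorescence was then measured kinetically at 0 and 10 min.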
BLM helicase inh – Bloom syndrome helicase (human) inhibition. recombinant BLM DNA unwinding, fluorescence dequenching. P54132. Potency, µM (doses to about 56.1 µM), without a hit: at the highest dose activity change, negative = inhibition, usual class: inhibitors. 0.2% of 350,000 active. AID 2528;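 note: potency is the fitted concentration of half-maximal effect; plate controls were vehicle for no effect and no enzyme for full effect; nearly all actives have a fitted effect of over 35% in size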
Numbers without * were called inactive; ? = inconclusive; . = no result given; [ ] = remark or other dose. Unless noted, calls come from the whole dose curve; as a rule, active = well fitted curve in the direction sought with a large enough effect; inconclusive = small, poorly fitted or top-dose-only effect, or another doubt; inactive = no such curve, though single readings can be large; an effect the other way counts as inactive or inconclusive.

Under each structure: APE1 inh	Anesthetic bind	Pol beta inh	ERG-DNA inh	Pol iota inh	12-LOX inh	TRHR ag	POLK inh	BLM helicase inh
CCN(CC)c1ccc(NC(=O)CC2Oc3ccccc3NC2=O)c(C)c1 (stereo not drawn)
→ 2%	-11%	-8%	-4%	4%	-26%	0.2	-2%	4%
CCCCC(=O)O[C@]1(C(=O)CO)CC[C@H]2[C@@H]3CCC4=CC(=O)CC[C@]4(C)[C@H]3[C@@H](O)C[C@@]21C
→ -5%	-9%	0%	11%	32%[activator]	-16%	1.2	-9%	-2%
O=C(NC1CCCCC1)N1CCCC1
→ -1%	1%	3%	-5%	155%	-11%	0.2	-14%	1%
Cc1ccc2c(=O)cc(C(=O)Nc3sc4c(c3C(=O)NCC3CCCO3)CCCC4)oc2c1C (stereo not drawn)
→ .	-3%	48%	4%	-18%	-14%	0.5	8%	0%
Cc1oc2ccc(O)c(CN(C)Cc3ccccc3)c2c1C(=O)Nc1cccc(C(F)(F)F)c1
→ .	?	?	0%	-26%	-22%	-1.2	1%	-15%
COCC(=O)Nc1ccc2c(c1)OCC(=O)N2Cc1ccc(C)cc1
→ 23%	6%	21%	-11%	-8%	-25%	0.1	-3%	-1%
CC1CCC(NC(=O)c2ccc(S(C)(=O)=O)cc2)CC1 (stereo not drawn)
→ 3%	-9%	20%	-5%	-6%	-6%	0.5	-4%	2%
Nc1c(-c2ccc3c(c2)OCCO3)oc2ccccc2c1=O
→ 6%	-4%	30%	17%	156%[activator]	-12%	0.3	-1%	-4%
Cc1c(OC(C)C(=O)NCC(O)c2ccccc2)ccc2c3c(c(=O)oc12)CCCC3 (stereo not drawn)
→ -9%	-13%	7%	-1%	0%	-12%	-0.3	0%	3%
COc1ccccc1NC(=O)C1=C(C)Nc2nnnn2C1c1ccc(C(F)(F)F)cc1 (stereo not drawn)
→ .	-9%	5%	-3%	-11%	-13%	-3.3	-2%	-5%
COc1cc(/C=C(/C#N)c2nc3ccccc3[nH]2)ccc1OC(=O)c1ccco1
→ ?	39%[activator]	?	.	30%	23%	1.6	-9%	-11%
O=C(O)c1cc(-c2ccccc2)nn1Cc1ccccc1
→ .	6%	9%	-2%	5%	-17%	0.5	-7%	3%
CCC1Sc2ccc(S(=O)(=O)CCC(=O)Nc3ccccc3Br)cc2NC1=O (stereo not drawn)
→ 12%	-6%	-20%	-3%	-1%	1%	0.2	7%	-4%
COCCN1CCN(C(=O)c2ccc3oc(CCc4ccccc4)nc3c2)CC1
→ 10%	-9%	52%	6%	17%	6%	1.0	-8%	1%
O=C(CCCn1cncn1)N1CCCC(N2CCN(c3ccc(F)cc3)CC2)C1 (stereo not drawn)
→ 14%	-5%	4%	1%	32%[activator]	25%	-0.5	-10%	0%
CCC(=O)Nc1cc(-c2cn3cccnc3n2)ccc1OC
→ .	93%[activator]	2%	1%	-13%	-24%	0.1	-2%[60.1 µM]	0%
Cc1cc2ncn(CCC(=O)NC(C)(C)C)c2cc1C
→ 5%	?	?	-4%	50%[activator]	-4%	0.0	0%	-16%
O=C1C(=Cc2cccn2-c2ccc(O)cc2)C(=O)c2ccccc21
→ -3%	-7%	6%	0%	?	10%	6.9	2%	-7%
Nn1c(SCc2cccc(Cl)c2)nnc1-c1ccncc1
→ -2%	-5%	23%	1%	2%	0%	0.1	3%	2%
CC(=O)c1ccc(C(=O)N(CCN(C)C)c2nc3c(Cl)cccc3s2)cc1
→ -2%	-7%	18%	-10%	-13%	?	0.2	0%	23%

Under each structure: APE1 inh	Anesthetic bind	Pol beta inh	ERG-DNA inh	Pol iota inh	12-LOX inh	TRHR ag	POLK inh	BLM helicase inh
O=C(COC(=O)c1cccnc1)Nc1ccc(F)cc1
→ -2%	-4%	1%	-15%	16%	0%	-1.7	4%	-2%
COc1ccc(CNC(=O)c2ccc(NC(=O)N3CCSc4ncccc43)cc2)c(OC)c1
→ .	5%	5%	1%	24%	-13%	-0.1	-16%	-6%
O=C(NC1CCCCC1)C(c1ccc(F)cc1)N(CCc1ccccc1)C(=O)CN1C(=O)c2ccccc2S1(=O)=O (stereo not drawn)
→ 2%	-5%	-2%	10%	-11%	-8%	1.3	3%	2%
COC(=O)c1c(C)oc(C)c1S(=O)(=O)Nc1ccccc1
→ 0%	-10%	1%	0%	30%	5%	-1.4	-6%	-3%
COc1ccc(-c2ccc(NS(=O)(=O)c3cc(C)c(C)cc3C)cc2)nn1
→ .	-10%	-2%	-9%	-11%	?	0.7	-9%[60.1 µM]	-10%
N#Cc1cccc(OCC(=O)NC(=O)NCc2ccccc2)c1
→ 0%	-13%	-16%	-3%	78%[activator]	-7%	-0.1	1%	-3%
O=C(CN(C1CCCCC1)S(=O)(=O)c1ccc(F)cc1)Nc1ccc2c(c1)OCO2
→ 1%	2%	15%	-2%	20%	-9%	0.1	-12%	-6%
O=C(CC(c1ccc(F)cc1)c1ccco1)N1CCCC1 (stereo not drawn)
→ 2%	-19%	3%	3%	8%	-4%	0.7	-7%	-7%
CCOc1ccc(CC(=O)C2C(=O)CCCC2=O)cc1OCC
→ -1%	-19%	28%	0%	1%	.	0.5	-19%	1%
CN(C)c1ccc(C(=O)NC2(N3CCC3=O)CCCC2)cc1
→ -4%	-9%	8%	14%	10%	-12%	0.7	-3%	1%
C=CCc1cccc(C=Nc2cccn3cc(-c4ccccc4)nc23)c1O
→ -2%	186%[activator]	36%[activator]	-3%	17%	?	-0.1	-7%	0%
COc1ccc(N2CCC(CNC(=S)Nc3cccc(C)c3)C2)cc1 (stereo not drawn)
→ -2%	-18%	2%	3%	9%	?	0.3	-9%	-1%
COc1ccc2cc(C(=O)N3CCc4ccccc43)[nH]c2c1
→ 64%	-7%	-17%	-4%	-3%	-2%	0.8	-9%	-4%
O=C(CSc1cn[nH]n1)Nc1ccccc1C(F)(F)F
→ -3%	3%	4%	-1%	126%[activator]	10%	0.7	-5%	0%
COc1ccc(C(=O)NCc2c(CC(C)C)oc(C)c2C(=O)O)cc1
→ -1%	-13%	-17%	-1%	1%	263%[activator]	0.1	-11%	-1%
CN=C1C=C/C(=N/N=c2\ccn(O)cc2C)C=C1C
→ -2%	4%	?	23%	69%[activator]	0%	1.5	-19%	-6%
CC1CCN(S(=O)(=O)c2ccc(NC(=O)C3CSC4(C)CCC(=O)N34)cc2)CC1 (stereo not drawn)
→ 6%	.	.	20%	?	-23%	-0.3	-28%	.
O=C(COC(=O)/C=C/c1ccc(F)cc1)Nc1ccc2[nH]c(=O)[nH]c2c1
→ 9%	.	.	2%	11%	-12%	-0.1	-12%	.
CC1CCN(S(=O)(=O)c2nnc(NC(=O)COc3ccccc3F)s2)CC1
→ 22%	-9%	-7%	-7%	-10%	8%	0.2	-11%	-3%
Cc1cc(C)n(CC(O)COc2ccccc2Br)n1 (stereo not drawn)
→ -7%	-19%	20%	6%	43%[activator]	0%	-0.2	-13%	-1%

Under each structure: APE1 inh	Anesthetic bind	Pol beta inh	ERG-DNA inh	Pol iota inh	12-LOX inh	TRHR ag	POLK inh	BLM helicase inh
COc1cccc2cc(C(=O)OCc3ccccc3)c(=O)oc12
→ 2%	?	?	5%	157%[activator]	-6%	0.2	-2%	-1%
Cc1cccc(-c2cc(NC(=O)C(C)(C)C)n(-c3ccccc3)n2)c1
→ .	1%	-25%	-3%	12%	-27%	-0.1	-9%[60.1 µM]	-7%
c1ccc(-c2n[nH]nc2-c2ccccc2)cc1
→ -1%	-5%	-1%	-3%	19%	18%	0.2	-2%	-9%
CCc1ccccc1NC(=O)CSc1n[nH]c(C)c1[N+](=O)[O-]
→ 4%	-12%	6%	.	?	-5%	0.9	-2%	4%
CC(C(=O)O)N1C(=O)/C(=C/C=C/c2ccco2)SC1=S (stereo not drawn)
→ 2.8µM*	-13%	1.3µM*	34%[activator]	0.79µM*	?	1.7	1.3µM*	?
O=C(O)c1nn(CCSc2ccccc2F)c(=O)c2ccccc12
→ -2%	-5%	5%	2%	?	3%	0.4	8%	0%
Cc1ccccc1-n1c(-c2csc3ccccc23)n[nH]c1=S
→ 5%	-2%	24%	-2%	-11%	?	-0.4	-2%	-3%
Cc1ccc(N2CC(C(=O)OCC(=O)c3ccc(F)cc3)CC2=O)cc1 (stereo not drawn)
→ 46%[activator]	-3%	-1%	-9%	79%[activator]	16%	-1.0	-1%	-1%
CC(=O)c1sc(NC(=O)c2ccc(Br)o2)nc1C
→ 41%	0%	-1%	12%	-7%	3%	0.3	-6%	-2%
Cc1ccccc1NC(=S)N1CCN(c2ccccc2)CC1
→ -1%	-3%	?	-5%	-7%	11%	0.5	-3%	4%
CCc1ccc(NC(=O)CSc2nnc(-c3cc4occc4n3C)n2-c2ccccc2C)cc1
→ .	-4%	-23%	-3%	15%	?	0.1	-11%	-9%
Cc1ccc(C)c(C(C)NC(=O)c2ccccc2Br)c1 (stereo not drawn)
→ 0%	-17%	3%	-5%	5%	7%	-0.7	-15%	-1%
COc1ccccc1OCCC(=O)OCCN1C(=O)c2ccccc2C1=O
→ 3%	-15%	28%	-2%	15%	0%[57.4 µM]	0.4	-6%	-6%
Cc1cc(Br)ccc1OCC(=O)NNC(=O)c1cnccn1
→ 10%	-2%	18%	-2%	6%	-3%	-0.6	-17%	3%
COC(=O)c1ccc2nc(NC(=O)C3CCCCC3)sc2c1
→ 2%	-1%	0%	4%	20%	0%	1.0	-2%[60.1 µM]	1%

3 entries already listed, ordered by the value under POLK inh, ascending.
SMILES,POLK inh
Cc1ccc(C)c(C(C)NC(=O)c2ccccc2Br)c1 (stereo not drawn),-15%
CCc1ccc(NC(=O)CSc2nnc(-c3cc4occc4n3C)n2-c2ccccc2C)cc1,-11%
CCc1ccccc1NC(=O)CSc1n[nH]c(C)c1[N+](=O)[O-],-2%

This is a subset. The share of hits here may be higher or lower than overall.
